# S1P2 antag – human S1P2 receptor antagonists, primary screen, cell-based; AID 736, 2007; 97,000 tested, 0.21% active; cell-based S1P2 antagonist assay, inhibition at 5 uM; inhibition, % at 5 µM; in the data active means inhibition above about 45%;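 further: CRE beta-lactamase reporter cells expressing human S1P2 stimulated with S1P; 0% = agonist at EC80 alone and 100% = agonist plus reference antagonist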
# Target sequence (O95136 whole entry, looked up): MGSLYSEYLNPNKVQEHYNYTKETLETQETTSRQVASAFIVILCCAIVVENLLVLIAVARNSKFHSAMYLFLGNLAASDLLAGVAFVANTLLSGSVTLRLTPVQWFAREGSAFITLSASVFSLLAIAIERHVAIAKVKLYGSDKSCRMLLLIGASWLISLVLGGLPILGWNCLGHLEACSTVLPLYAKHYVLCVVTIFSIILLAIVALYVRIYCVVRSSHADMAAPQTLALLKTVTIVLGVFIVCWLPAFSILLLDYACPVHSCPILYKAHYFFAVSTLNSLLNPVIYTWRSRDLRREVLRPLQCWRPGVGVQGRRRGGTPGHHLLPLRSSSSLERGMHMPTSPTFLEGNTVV
# PLAP activator – PLAP enzyme activators, biochemical, luminescence, HTS; Alkaline phosphatase, placental type (Homo sapiens), P05187; 96,000 tested, 1.2% active; activation fold at 20 µM; AID 696, 2007; purified PLAP enzyme, luminescent substrate read-out; stronger effect = higher value; in the data active means activation fold above about 2
# Target sequence (P05187 whole entry, looked up): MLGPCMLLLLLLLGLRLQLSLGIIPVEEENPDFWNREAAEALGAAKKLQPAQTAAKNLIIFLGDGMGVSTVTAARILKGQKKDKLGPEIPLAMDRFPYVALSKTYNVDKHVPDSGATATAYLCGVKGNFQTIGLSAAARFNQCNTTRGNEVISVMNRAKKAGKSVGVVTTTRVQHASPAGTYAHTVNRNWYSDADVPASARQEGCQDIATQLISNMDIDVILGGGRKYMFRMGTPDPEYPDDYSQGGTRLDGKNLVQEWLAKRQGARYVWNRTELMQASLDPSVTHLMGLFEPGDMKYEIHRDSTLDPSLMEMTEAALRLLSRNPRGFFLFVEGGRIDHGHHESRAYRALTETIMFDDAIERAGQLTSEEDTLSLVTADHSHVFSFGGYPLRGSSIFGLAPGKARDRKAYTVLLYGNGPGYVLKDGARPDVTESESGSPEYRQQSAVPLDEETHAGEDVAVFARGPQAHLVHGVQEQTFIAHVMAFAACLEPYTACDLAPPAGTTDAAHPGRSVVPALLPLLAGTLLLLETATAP
# sEH activator – soluble epoxide hydrolase activators, primary screen, biochemical, human sEH; Bifunctional epoxide hydrolase 2 (Homo sapiens), P34913; purified human sEH enzymatic activity, activator screen; activation, % at 2 µM; 91,000 tested, 0.04% active; in the data active means activation above about 37%; further: values of inactives mirror those of a sister screen read the other way
# S1P2 agonist – S1P2 receptor agonists, primary screen, cell-based. Sphingosine 1-phosphate receptor 2 (Homo sapiens), O95136. S1P2-expressing cell line, agonist reporter read-out. activation, % at 4.5 µM. 97,000 tested, 0.46% active. AID 729, 2007; in the data active means activation above about 16%;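 further: 0% = vehicle low control and 100% = maximal reference agonist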
# Ecoli WT expand – growth inhibitors of wild-type E. coli, primary screen, strain BW25113, expanded library, OD600; OD600 absorbance; growth inhibition, % at 100 µM; 98,000 tested, 0.15% active;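 active means growth inhibition above about 50% at one test dose, limit read from the data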;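 further: growth measured after 20 h incubation at 37 °C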
# PostGolgi yeast – phenotypic screen on post-Golgi transport, primary screen | 98,000 tested, 0.9% active | post-Golgi transport phenotypic cell assay | inhibition, % at 10 µM;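 further: yeast cells grown in 1536-well plates; yeast grown about 18 h at 30C before absorbance read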
# sEH inhibitor – soluble epoxide hydrolase inhibitors, primary screen, biochemical, human sEH | Bifunctional epoxide hydrolase 2 (Homo sapiens), P34913 | recombinant human sEH enzymatic activity assay | inhibition, % at 2 µM | 91,000 tested, 0.34% active | AID 707, 2007; in the data active means inhibition above about 80%; further: values of inactives mirror those of a sister screen read the other way; many of its hits are not listed in these tables
# CD11b adhes inh – inhibitors of CD11b/CD18 adhesion to fibrinogen, primary screen, K562 cells, luminescence; ATPlite luminescence; Mn2+ added to activate the integrin; 93,000 tested, 0.54% active; Integrin beta-2 (Homo sapiens) + Integrin alpha-M (Homo sapiens), P05107+P11215; inhibition, % at 10 µM;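 active means primary inhibition of 50% or more at 10 µM, then 40% or more on retest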; further: some results filed as inactive read as strong as hits
# PostGolgi ctrl – growth inhibition of yeast control strain, primary screen, counter-screen for post-Golgi transport modulator project; efflux-deficient yeast background strain, growth absorbance A615, 16 h; inhibition, % at 10 µM; 98,000 tested, 5% active
# Numbers without * were called inactive; nt = not tested or not shown. Unless noted, no stated cut-off is given here; in the data, active means inhibition above about 30%; inactive means the rest.
no.	smiles	S1P2 antag	PLAP activator	sEH activator	S1P2 agonist	Ecoli WT expand	PostGolgi yeast	sEH inhibitor	CD11b adhes inh	PostGolgi ctrl
1	CC(C)NC(=O)c1ccccc1NC(=O)/C=C/c1ccc([N+](=O)[O-])cc1	-3	1	4	-2	0	-10	-5	3	10
2	Cc1ccccc1C(=O)NC(=S)Nc1ccc(S(=O)(=O)N(C)c2ccccc2)cc1	-2	1.2	0	-7	-22	0	2	-3	16
3	COCCN1CN(S(=O)(=O)c2ccc(Cl)cc2)c2nc3ccccc3nc21	18	1.1	-8	-3	-6	3	6	-1	4
4	CCCOc1ccc(Cn2c(=O)oc3ccc(C)cc32)cc1OC	9	nt	-7	29*	nt	nt	6	nt	nt
5	Cc1nc2c(-c3ccccc3)c(C)nn2c(N)c1-c1ccccc1	-12	nt	8	-1	nt	nt	-2	nt	nt
6	CCCCOC(=O)NC1CCS(=O)(=O)C1 (stereo not drawn)	10	1	2	-4	-7	-5	0	-4	4
7	O=C(Cn1cnc2c(cnn2-c2ccccc2Cl)c1=O)N1CCc2ccccc21	7	1	0	-8	1	-5	1	-5	7
8	CCSc1nnc(NC(=O)c2cc(C)oc2C)s1	0	0.9	-9	-6	1	14	13	-6	9
9	Cc1cccc(N(C(=O)Cn2nnc3ccccc32)C(C(=O)NCc2ccco2)c2ccncc2)c1C (stereo not drawn)	nt	1.7	nt	nt	3	-4	nt	6	-4
10	CCCNC(=O)NCCc1ccncc1	-8	0.8	-8	-3	5	-5	7	3	7
11	O=C(O)CCC(=O)OC1CC2CCC1C2 (stereo not drawn)	19	1.3	16	-5	-2	-8	-14	58	-2
12	COc1cc(/C=N/NC(=O)C2c3ccccc3Oc3ccccc32)ccc1O	-2	1	2	-6	-4	-12	3	nt	6
13	Cc1cc(/C=N/Nc2ccc([N+](=O)[O-])cn2)c(C)n1-c1ccccc1	10	1	-8	-3	-2	11	10	-9	5
14	CCOC(=O)c1cc(-c2ccccc2)nc2c1c(C)nn2-c1ccccn1	-20	1.5	7	-1	-6	-3	-4	6	42*
15	COc1ccccc1NC(=S)N1CCC(c2nc3cc(C)c(C)cc3[nH]2)CC1	23	1.2	7	-10	-6	-4	-2	nt	-2
16	O=C(O)CC(Cn1[nH]nnc1=S)c1ccccc1 (stereo not drawn)	-12	1.2	26	-2	1	2	-24	16	-3
17	CCCCN(C)CCCNC(=O)Cn1c(=O)sc2ccccc21	nt	0.9	nt	nt	-11	19	nt	1	3
18	CC(C(=O)N1CCCc2c1c(=O)oc1ccc(O)cc21)N1CCc2ccccc2C1 (stereo not drawn)	0	0.9	-2	-3	9	-11	5	5	8
19	COc1ccc(-n2c(C)cc(C=O)c2C)cc1Cl	9	0.9	4	-2	2	5	-1	nt	1
20	O=C(Nc1cccc2ccccc12)N1CCN(Cc2ccc3c(c2)OCO3)CC1	-1	2.1*	-11	-4	6	-1	10	2	10
21	S=C(NCc1ccco1)N1CCN(Cc2ccco2)CC1	-5	1	-6	-6	6	-7	7	nt	4
22	Cc1ccc(C)c(S(=O)(=O)NCc2cccnc2)c1	0	nt	0	-7	-2	1	2	nt	3
23	O=C(NCCc1ccc(Cl)cc1)C1CCN(S(=O)(=O)N2CCCCC2)CC1	0	1	nt	-14	-1	-5	nt	6	2
24	O=C(O)C1CC(=O)N(CCc2c[nH]c3ccccc23)C1 (stereo not drawn)	-1	1	0	-5	2	-4	-2	-8	4
25	COc1ccc(CCn2nnnc2C(c2ccccc2)N2CCN(C)CC2)cc1OC (stereo not drawn)	4	1.7	-12	1	-2	-4	12	12	23
26	CC1(C)Cc2nc3nc(SCC(=O)NCc4ccccc4)n(-c4ccccc4)c(=O)c3cc2CO1	0	1	-14	-5	3	-2	18	4	9
27	O=C(NCc1ccco1)c1csc2c1CCCCC2	nt	1.1	nt	nt	0	1	nt	6	11
28	COC(=O)c1sccc1NC(=O)c1ccc(Cl)s1	-6	0.8	9	-3	-9	18	-6	-6	11
29	Brc1ccc(-c2cn3nc4c(nc3n2)CCCC4)cc1	-15	1.2	-7	-2	-4	15	5	37	20
30	CCOC(=O)c1sc(NC(=O)c2ccc(S(=O)(=O)N(CC)CC)cc2)nc1C	-4	1.1	-16	0	-3	0	16	-4	8

# 3 entries picked at random from the list so far:
no.	smiles	S1P2 antag	PLAP activator	sEH activator	S1P2 agonist	Ecoli WT expand	PostGolgi yeast	sEH inhibitor	CD11b adhes inh	PostGolgi ctrl
10	CCCNC(=O)NCCc1ccncc1	-8	0.8	-8	-3	5	-5	7	3	7
15	COc1ccccc1NC(=S)N1CCC(c2nc3cc(C)c(C)cc3[nH]2)CC1	23	1.2	7	-10	-6	-4	-2	nt	-2
7	O=C(Cn1cnc2c(cnn2-c2ccccc2Cl)c1=O)N1CCc2ccccc21	7	1	0	-8	1	-5	1	-5	7

# The main list resumes with the five entries that preceded the break.
no.	smiles	S1P2 antag	PLAP activator	sEH activator	S1P2 agonist	Ecoli WT expand	PostGolgi yeast	sEH inhibitor	CD11b adhes inh	PostGolgi ctrl
26	CC1(C)Cc2nc3nc(SCC(=O)NCc4ccccc4)n(-c4ccccc4)c(=O)c3cc2CO1	0	1	-14	-5	3	-2	18	4	9
27	O=C(NCc1ccco1)c1csc2c1CCCCC2	nt	1.1	nt	nt	0	1	nt	6	11
28	COC(=O)c1sccc1NC(=O)c1ccc(Cl)s1	-6	0.8	9	-3	-9	18	-6	-6	11
29	Brc1ccc(-c2cn3nc4c(nc3n2)CCCC4)cc1	-15	1.2	-7	-2	-4	15	5	37	20
30	CCOC(=O)c1sc(NC(=O)c2ccc(S(=O)(=O)N(CC)CC)cc2)nc1C	-4	1.1	-16	0	-3	0	16	-4	8
31	CCn1c(=O)cc(SCC(=O)N(C)Cc2ccccc2)c2ccccc21	1	1.9	-4	-4	4	-9	6	-7	5
32	Cc1ccccc1C1C(C#N)=C2N=C(N)c3c(sc4c3CCCCC4)N2C2=C1C(=O)CCC2 (stereo not drawn)	0	1.3	-18	-3	-7	-4	20	-4	-1
33	CC(C)CNC(=O)NC1C(NC(=O)NCC(C)C)N(C)C(=O)N1C (stereo not drawn)	12	1	-1	-5	2	-2	-1	6	-6
34	NC(=O)c1ccccc1NC(=O)CCc1ccccc1	nt	1	nt	nt	-2	-6	nt	13	-1
35	CC(OC(=O)C(NC(=O)c1ccco1)C(C)C)C(=O)Nc1ncc(Cl)cc1Cl (stereo not drawn)	1	1.1	0	-3	6	-3	0	-3	-5
36	C=CCn1c(SCc2c(C(=O)OC)sc(N)c2C(=O)OC)nnc1-c1ccc(Br)cc1	-11	1.6	6	-5	3	11	-8	-32	20
37	Cc1cccc(-c2nc3c(c(SCC(=O)N(C)C)n2)CCCC3)c1	-5	nt	-2	-1	nt	nt	4	nt	nt
38	Cc1nn(Cc2ccccc2)c2c1C(c1cccnc1)C(C#N)=C(N)O2 (stereo not drawn)	-32	1.2	6	-1	-5	2	-7	27	0
39	Cc1cc2c3c(ccc(C)c3n1)N=CN2c1ccccc1	0	1.6	14	0	-6	-4	-10	-11	8
40	CCOC(=O)N1CCN(c2c(NCc3ccc(N(C)C)cc3)c(=O)c2=O)CC1	23	0.9	17	-1	-5	-11	-18	-3	-1
41	CCNC(=O)CCc1nc(-c2ccc(C(C)(C)C)cc2)no1	3	1	5	-2	5	4	-4	-3	9
42	O=C(NNC(=O)c1ccccc1-n1cccc1)c1ccc(Cl)c(Cl)c1	6	1.5	5	-9	-1	8	1	nt	-5
43	COc1ccc(N2C(=O)C(CC(=O)O)S/C2=C\C(C)=O)cc1 (stereo not drawn)	nt	1.1	nt	nt	-6	-1	nt	13	-8
44	CC1Cc2ccccc2N1C(=O)CSc1nnc(CNc2ccccc2)o1 (stereo not drawn)	-3	0.9	4	0	0	0	-4	-2	37*
45	COc1ccc(N(CC(=O)Nc2ccc3c(c2)OCO3)S(C)(=O)=O)c(OC)c1	8	0.9	4	-6	2	-10	-5	1	-8
46	CCn1c(CSc2ncccn2)nnc1SCC(=O)N1CCc2ccccc21	6	0.9	4	-4	6	-4	-5	4	18
47	c1ccc(OCCCc2nc(-c3ccncc3)no2)cc1	-7	1.1	1	-4	3	-5	-1	-4	17
48	CCOCCCNC(=O)C1CCCN(S(=O)(=O)CC)C1 (stereo not drawn)	2	0.9	-4	-5	-1	-2	6	-14	8
49	CCCC(=O)Nc1nnc(COC)s1	-2	1.1	-8	-2	4	-6	7	-6	-2
50	CCCC(C)C(=O)Nc1ccc(Cl)cc1Cl (stereo not drawn)	-29	0.8	1	1	1	-2	-1	-1	2
51	CC(C)OCCCNC(=O)c1ccc(CS(=O)(=O)Cc2ccccc2F)o1	-7	0.8	5	-4	8	-17	-2	nt	6
52	CCOc1ccc(C(=O)NCCc2ccccc2)cc1	-1	1.1	-46	-3	1	-11	45	3	0
53	Cc1cccc(N2CCN(S(=O)(=O)c3ccc4c(c3)CCC(=O)N4)CC2C)c1 (stereo not drawn)	-10	1.1	10	0	-9	6	-10	-12	10
54	COC(=O)c1ccc2c(=O)n3c(nc2c1)SCC(c1ccccc1)=N3	16	1	-1	-5	-7	-10	3	-16	3
55	Cc1cccc(C(=O)NNC(=O)c2ccc(-c3ccccc3)cc2)c1	-57	1.4	9	-2	-9	1	-6	nt	2
56	CC(C)(C)CC(=O)Nc1cccc2c1CCCC2	6	0.8	-9	-5	0	13	9	-9	2
57	C=CCn1c(SCC(=O)Nc2sc(C)c(C)c2C(=O)OCC)nnc1-c1sc(N)nc1C	11	0.9	-8	-2	0	18	7	10	8
58	Cc1ccc(C)c(OCC(=O)Nc2nc3ccc([N+](=O)[O-])cc3s2)c1C	-10	1.1	2	1	-23	6	-2	nt	34*
59	CC(=O)NC1CC2CCCC(C1)N2S(=O)(=O)c1cccc(F)c1 (stereo not drawn)	-2	0.9	-10	-8	4	-3	11	5	7
60	COc1cc(C(=O)Nc2ccc(N(C)C)cc2)cc(OC)c1OC	0	1.1	nt	-9	-8	3	nt	1	-4
61	Cn1c(CCNC(=O)c2ccco2)nc2cc(NS(=O)(=O)c3ccc(Cl)cc3)ccc21	15	1.5	-1	-2	-6	-6	2	-10	2
62	COCCNC(=O)c1onc(CSc2ccc(F)c(F)c2)c1C(=O)O	-4	1	-3	-4	10	0	4	12	-6
63	CS(=O)(=O)N1CCC(C(=O)N2CCc3ccccc3C2)CC1	2	0.9	39*	-5	0	1	-39	-1	3

# One compound at a time (already shown).
# `Cc1ccccc1C1C(C#N)=C2N=C(N)c3c(sc4c3CCCCC4)N2C2=C1C(=O)CCC2` (stereo not drawn) is listed as S1P2 antag: 0; PLAP activator: 1.3; sEH activator: -18; S1P2 agonist: -3; Ecoli WT expand: -7; PostGolgi yeast: -4; sEH inhibitor: 20; CD11b adhes inh: -4; PostGolgi ctrl: -1
# `CCOC(=O)N1CCN(c2c(NCc3ccc(N(C)C)cc3)c(=O)c2=O)CC1` is listed as S1P2 antag: 23; PLAP activator: 0.9; sEH activator: 17; S1P2 agonist: -1; Ecoli WT expand: -5; PostGolgi yeast: -11; sEH inhibitor: -18; CD11b adhes inh: -3; PostGolgi ctrl: -1

# High-throughput results from PubChem BioAssay.
